PriA SSB inh: blocks PriA binding to SSB C-terminal tail; AlphaScreen SSBct-PriA binding, biotinylated peptide; inhibition, % at 33 µM; 0.6% of 430,000 active; in the data active means inhibition mostly above about 37%, no sharp cut-off; inactive means mostly below about 20%;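 further: plate controls were negative control peptide for no effect and reference peptide for full effect; strong numbers were not always called active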
Active calls of the source: *; i = inactive; & = joins results of further samples. These rows are one share of the data, so the mix of outcomes need not match the whole.

SMILES	PriA SSB inh
CCOC(=O)Nc1nc(CC(=O)NCCc2c[nH]c3ccccc23)cs1	-2.0
Fc1ccc(Nc2nc(Nc3ccccc3)nc(N3CCCC3)n2)cc1Cl	5.0
CCOc1ccc(S(=O)(=O)NCC[C@H](O)c2ccc3c(c2)OCO3)cc1F	-6.0
Cc1nc(C(F)(F)F)c(C(=O)NN=C(N)c2cccnc2)s1	7.7
CN1CCN(NC(=O)CCN2C(=O)/C(=C\c3ccccc3Cl)SC2=S)CC1	-1.0
COc1ccc(Cc2nnc(C3CCN(C(=O)Nc4ccccc4OC)CC3)s2)cc1	-1.0&4.0
Cc1ccccc1Cn1cc(SCC(=O)NCc2ccc(F)cc2)c2ccccc21	-4.0
COc1nccnc1O[C@H]1CCN(C(=O)c2c(C)n[nH]c2C)C1	-13.0
CCOc1ccc(-n2nnc(C(=O)Nc3cccc(C(C)=O)c3)c2C)cc1	-13.0
CCc1cccc(CC)c1-n1c(CNC(=O)c2ccc(OC)cc2)nnc1SC	-15.0
COC1(CNC(=O)C(=O)Nc2cccnc2)CCSC1 (stereo not given)	0.0
CCS(=O)(=O)N1N=C(c2ccccc2)CC1c1cc2cc3c(cc2nc1Cl)OCCO3 (stereo not given)	4.0
Cc1ccc(OCCOc2ccc(Br)cc2C=NNC(N)=O)cc1	-5.0
COc1nccnc1OC1CCCN(C(=O)Cc2cccs2)C1 (stereo not given)	1.0
CCOC(=O)CNC(=O)CSc1nnc(NC(=O)Cc2cccc3ccccc23)s1	-7.0
Cc1cccc(NN=C(C#N)S(=O)(=O)C(C)(C)C)c1	5.4
CC1CN(C(=O)C2CCN(S(=O)(=O)c3ccccc3)CC2)CC(C)O1 (stereo not given)	-18.0
Cc1[nH]nc(-c2nn3c(-c4ccccn4)nnc3s2)c1Br	67.5*
Clc1ccc(-c2nnc(SCc3ccccn3)o2)s1	-5.0
C(=NNC1=Nc2cccc3cccc1c23)c1ccccn1	18.9
O=C(CSc1ncc(-c2ccc(Cl)c(Cl)c2)n1Cc1ccccc1)Nc1cccc(Cl)c1	13.0
C=CCN1C(=O)C(C)(C)COc2cc(NC(=O)c3ccccc3F)ccc21	-11.0
COCC(=O)Nc1ccc2nc(C)n(-c3ccc(F)cc3)c(=O)c2c1	-8.0
O=C(NC[C@H](Cc1cccc(F)c1)N1CCNC1=O)c1cnccn1	2.0
COC(=O)c1ccccc1NC(=O)C1CCCN(c2ccc(-n3cncn3)nn2)C1 (stereo not given)	4.0
Cn1nc(CNC(=O)c2ccccc2F)c2c1CCCC2	-3.0
CCn1c(=NC(=O)c2ccc(C#N)cc2)sc2cc(Br)ccc21	3.0
Cc1cc(C)nc(Nc2nc(C(=O)Nc3ccc(C(F)(F)F)cc3)cs2)n1	1.0
Cc1ccc(Cl)c2sc(N(CCCN3CCOCC3)C(=O)c3ccn(C)n3)nc12	2.0
CCOC(=O)C1=C(C)N=c2s/c(=C\c3cn(-c4ccccc4)nc3-c3ccccc3)c(=O)n2C1c1ccccc1 (stereo not given)	-7.0
CC1Cc2cc(-c3cc(CNC(=O)c4ccc(S(=O)(=O)N(C)C)cc4)no3)ccc2O1 (stereo not given)	-14.0
Cc1ccc(NC(=O)C(=O)NC[C@H](O)c2cccs2)cc1Cl	-17.0
CC(=O)c1cc(C(=O)OCC(=O)NCc2ccc(C)cc2)c2ccccn12	-23.0&-12.0
O=C(Cc1ccsc1)NCC1CCN(C(=O)c2ccoc2)CC1	-4.0
Cc1cc(C)cc(NC(=O)CC2CCCCN2S(=O)(=O)c2ccccc2)c1 (stereo not given)	8.0
CC(C)(C)c1cc(=O)n2c(n1)SCC(C(=O)N1CCN(C(=O)c3ccco3)CC1)C2 (stereo not given)	-10.0
CCCOc1ccc(S(=O)(=O)NCC2CCN(C(=O)c3ccncc3)CC2)cc1C	-1.0
O=C(c1cc([N+](=O)[O-])cc([N+](=O)[O-])c1)N1CCN(c2ccc(NCc3ccccc3)nn2)CC1	4.0
COCCNC(=O)C(=O)Nc1ccc2c(c1)OCO2	-1.0
O=C(Oc1ccc2oc(=O)sc2c1)c1cccc(Cl)c1	-6.0
Cc1cc(C(O)CCNC(=O)c2cnoc2C)c(C)o1 (stereo not given)	0.0
CN(C)CC#CCNC(=O)c1ccc(OC(F)(F)F)cc1	0.0
O=C(Cc1ccccn1)c1cc(Cl)cc(Cl)c1	3.0
O=C1CCCN1Cc1cn(C2CN(C(=O)C3(c4cccs4)CCCC3)C2)nn1	-11.0
COc1ccc(C=NNC(=O)c2cccc([N+](=O)[O-])c2)cc1OC	0.6
CCOC(=O)c1c(NC(=O)c2cc([N+](=O)[O-])ccc2Cl)sc2c1CCC2	-9.0
CC(C)C(=O)Nc1nc(-c2ccc(Oc3ccccc3)cc2)cs1	-41.0
Cc1ccc(NC(=O)C(=O)NCc2cccs2)c([N+](=O)[O-])c1	56.0*
COc1ccc(C=NNC(=O)COc2ccccc2-c2ccccc2)cc1	-4.0
CN(C)[C@@H](CNS(=O)(=O)c1ccc(N2CCCCS2(=O)=O)cc1)c1cccs1	2.0
The list continues.
SMILES	PriA SSB inh
CCOc1ccccc1C=NNC(=O)c1nnn(-c2nonc2N)c1CN1CCC(C)CC1	-6.3
O=C(NCCCn1nc(-c2ccco2)ccc1=O)C1CC1	-16.0&5.0
CC(/C=C/c1ccccc1)=NNC(=O)C(O)c1ccccc1 (stereo not given)	0.0
COc1ccc(C(CC(=O)O)C(=O)O)cc1 (stereo not given)	-2.0
CN1C(=O)c2cccc(NC(=O)Cc3ccc(Cl)s3)c2C1=O	1.0
COc1ccc(NC(=O)Nc2cnc(N3CCCC3)nc2)cc1Cl	-5.0
COc1ccc(C=NNC(=O)C2C(C=C(Cl)Cl)C2(C)C)c(OC)c1 (stereo not given)	-4.6
CC(=O)N1CCc2ccc(NC(=O)C3CCCC3)cc2C1	-8.0&0.0
O=C1CCc2cc(S(=O)(=O)NC[C@H](O)c3csc4ccccc34)cc3c2N1CC3	-24.0
CN1CCN(CCC(=O)NN=Cc2ccccn2)CC1	-6.7
O=C(CSc1ncccn1)N1CCC(S(=O)(=O)Cc2ccco2)CC1	2.0
Cc1cc2c(cc1C)NC(CC(=O)NCCc1ccccc1)C(=O)N2 (stereo not given)	-3.0
COc1cccc(NC(=S)C(=C([O-])c2ccc(OC(F)F)cc2)[n+]2ccccc2)c1	-3.0
CCC(=O)c1ccc(OC[C@@H](O)CN2CCN(CCO)CC2)cc1	-9.0
COc1cc(Nc2nc(-c3ccccc3)c3cc(Cl)ccc3n2)cc(OC)c1OC	3.0
CCc1cccc2sc(NC(C)=O)nc12	-7.0
O=C(Nc1ccc(-c2cn3ccsc3n2)cc1)C(F)(F)F	10.0
Cc1ccc2c(c1)CCCN2C(=O)c1ccc(=O)n(Cc2ccc(F)cc2)n1	-16.0&-4.0
CSc1ccccc1NC(=O)C1CCCN(c2ccc(-c3ccco3)nn2)C1 (stereo not given)	-1.0
CC(C)Sc1nc(N2CCCC2)c2cnn(CCNC(=O)c3cccs3)c2n1	-8.0

Molecules listed so far with an NH in an aromatic ring, in the order listed:
SMILES	PriA SSB inh
CCOC(=O)Nc1nc(CC(=O)NCCc2c[nH]c3ccccc23)cs1	-2.0
COc1nccnc1O[C@H]1CCN(C(=O)c2c(C)n[nH]c2C)C1	-13.0
Cc1[nH]nc(-c2nn3c(-c4ccccn4)nnc3s2)c1Br	67.5*

Next results follow.
SMILES	PriA SSB inh
O=C(O)CSc1nnc2sc3ccccc3n12	-7.0
CSc1ncccc1C(=O)N1CCC(CNC(=O)c2ccc(F)cc2Cl)CC1	3.0
COc1ccc(NC(=O)Cc2cccc(C)c2)cc1N1CCCCC1=O	0.0
O=S(=O)(NCC#CCN1CCc2ccccc2C1)c1ccc(Br)cc1	-12.0
O=c1ccc(-c2ccc(Cl)cc2)nn1CCCNS(=O)(=O)Cc1ccccc1	3.0
Nc1cc2c3c(c1)CC(=O)N3CCC2	1.0
O=C(Cc1cc(=O)[nH]c(SCc2cccc(Cl)c2)n1)NCCC1=CCCCC1	40.0*
CN(C)S(=O)(=O)c1cccc(NC(=S)NN=Cc2cc(Br)ccc2O)c1	46.6*
CNC(=O)C(=O)Nc1cc(C)ccc1OC	4.0
CO[C@@]1(CNC(=O)C(=O)Nc2ccccc2C#N)CCSC1	-12.0
CN(C)S(=O)(=O)c1ccc(C(=O)Nc2cccc(F)c2)cc1	-13.0&7.0
CS(=O)(=O)Nc1ccc(C2=NN(S(C)(=O)=O)C(c3cccnc3)C2)cc1 (stereo not given)	15.0
COc1ccc(Br)cc1-c1nc(COC(=O)c2nnn(-c3ccc(F)cc3)c2C)c(C)o1	2.0
Cc1cccnc1NC(=O)Nc1cn(C)c2ccccc12	5.0
CCOc1ccccc1NC(=O)c1ccc(N2CCCCS2(=O)=O)cc1	-5.0
O=C(NCC1COCCO1)c1nnn(-c2ccccc2F)c1-c1ccccn1 (stereo not given)	-4.0
NC(=O)C1CCN(c2nc(N3CCOCC3)nc(N3CCOCC3)n2)CC1	-12.0
CC(=O)c1ccc(S(=O)(=O)Nc2cccc(-c3ccc4nnc(C)n4n3)c2)cc1	-19.0
O=C(Nc1ccc(F)c(C(F)(F)F)c1)C1CCCN1c1nc2ccccc2o1 (stereo not given)	-6.0
O=S(=O)(c1cccs1)N1CCC(c2nc(-c3ccc(C(F)(F)F)cc3)no2)CC1	0.0
Cc1ccc(S(=O)(=O)NCC2CCN(Cc3ccccc3)CC2)cc1C	-5.0
CCNS(=O)(=O)c1ccc(OC)c(NC)c1	2.0
CN(Cc1nc2ccccc2n1CCOc1ccccc1Cl)C(=O)c1ccco1	-1.0
O=C(NCc1cccnc1)c1ccccc1F	6.0
Cc1cccc(NC(=O)NC[C@H]2CN(c3cccc(Cl)c3)C(=O)O2)c1	4.0
CC(=O)c1c(O)nc2sccn12	-8.0
O=C(Cc1cccc2ccccc12)Nc1nnc(SCc2ccc(Br)cc2)s1	-5.0
Cc1cccn2c(=O)c(/C=N\Nc3ccc(C(=O)O)cc3)c(N3CCCC3)nc12	10.0
S=C(NCCc1ccccc1)NN=Cc1cccc(Cl)c1Cl	-0.8
CN(C)CC1CSCCCN1C(=O)c1cccc(C(F)(F)F)c1 (stereo not given)	7.0

Quoted from the listing:
CN(C)CC1CSCCCN1C(=O)c1cccc(C(F)(F)F)c1 (stereo not given) in PriA SSB inh = 7.0
CN(Cc1nc2ccccc2n1CCOc1ccccc1Cl)C(=O)c1ccco1 in PriA SSB inh = -1.0

The results go on:
SMILES	PriA SSB inh
Cc1cc(NC(=O)c2csc3nc(-c4ccc(F)cc4)cn23)no1	-6.0
C=CCOc1c(/C=N/NC(N)=O)cccc1OC	i
CCc1cc(=O)n(CC(=O)NCc2ccco2)c(-n2nc(C)cc2C)n1	-2.0
COc1ccc(F)cc1S(=O)(=O)NCCn1nc(-n2ccc3ccccc32)ccc1=O	-6.0
CCOc1ccc(C(=O)NCC(c2ccco2)S(=O)(=O)c2cccs2)cc1 (stereo not given)	-3.0
O=C(CCn1cnc2c(cnn2-c2ccc(F)cc2)c1=O)NCCC1=CCCCC1	-19.0
Cc1ccc([N+](=O)[O-])cc1NC(=O)/C=C/c1ccc(O)cc1	-6.0
COc1ccc(/C=C/C(=O)Nc2nc3c(F)cc(F)cc3s2)cc1OC	1.0
CC(=O)N1CCCc2ccc(NC(=O)c3ccc4c(c3)OCO4)cc21	-14.0
CN(C)c1ccc(C=NNC(N)=S)cc1[N+](=O)[O-]	6.2

3 compounds from above, arranged by heavy-atom count, high to low.
SMILES	PriA SSB inh
CCc1cc(=O)n(CC(=O)NCc2ccco2)c(-n2nc(C)cc2C)n1	-2.0
CC(=O)N1CCCc2ccc(NC(=O)c3ccc4c(c3)OCO4)cc21	-14.0
Cc1cc(NC(=O)c2csc3nc(-c4ccc(F)cc4)cn23)no1	-6.0

Continuation.
SMILES	PriA SSB inh
O=C(COc1ccc(Cl)cc1)Nc1cnc(Oc2ccccc2)nc1	-21.0
O=C(CSc1nnc2scc(-c3ccc(Cl)cc3)n12)Nc1ccccc1F	-8.0
CCOc1ccc(C(=O)c2cn(Cc3ccc(OC)cc3)c3c(F)cc(F)cc3c2=O)cc1	0.0
CCS(=O)(=O)N1CCc2ccc(NC(=O)COc3ccc(C)cc3)cc2C1	-8.0
CCC(=NNC(=O)CCC(=O)NCc1ccccc1)c1ccc(O)cc1	-1.6
N#C/C(=C/c1ccoc1)c1nc(-c2ccc(C3CCCCC3)cc2)cs1	-3.0
O=C(CSc1ccc2nnc(-c3ccncc3)n2n1)Nc1nc2ccccc2s1	-15.0
NC(Cc1ccc(Cl)cc1)=NOC(=O)c1cccc2ccccc12	-6.6
COc1ccc(-c2cccc(NC(=O)COc3ccc4c(c3)OCO4)c2)nn1	4.0
Cc1ccc(CNC(=O)Cc2csc3nc(-c4ccccc4)cn23)cc1	4.0

The closing two records of the section before are carried over, then new ones follow.
SMILES	PriA SSB inh
COc1ccc(-c2cccc(NC(=O)COc3ccc4c(c3)OCO4)c2)nn1	4.0
Cc1ccc(CNC(=O)Cc2csc3nc(-c4ccccc4)cn23)cc1	4.0
Cc1ccc(OC2CCN(S(=O)(=O)c3cccc(Cl)c3C)CC2)nn1	-23.0
O=C1NCC(c2ccccc2)C1C(=O)NN=Cc1ccc(-c2ccc(Cl)c(Cl)c2)o1 (stereo not given)	1.3
CN(C)S(=O)(=O)c1ccc(-c2nnc(NC(=O)COc3ccc(F)cc3)o2)cc1	-2.0
O=c1[nH]c(=S)[nH]nc1-c1ccc(O)cc1	-1.0
COc1ccc2sc(NCc3ccncc3)nc2c1	-8.0
CC1(C(N)=O)CCC(C(=O)O)C1(C)C (stereo not given)	-3.0&4.0
O=[N+]([O-])c1cccc(S(=O)(=O)NCc2ccco2)c1	-5.0
O=C(NN=Cc1cccc(C(F)(F)F)c1)c1ccc(O)cc1	-17.9
O=C(CCNC(=O)c1ccccc1Br)N=Nc1c(O)[nH]c2ccccc12	-24.0

Assay outcomes from PubChem.
